TEAD-YAP block – TEAD-YAP interaction inhibition; HEK-TIYL cells, TEAD-Gal4/YAP UAS-luciferase luminescence; inhibition, % at 9.12 µM; 640,000 compounds, 1.4% hits; in the data active means inhibition above about 32%;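 further: 0% = median of test compound wells and 100% = reference inhibitor wells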
MITF inh – human MITF inhibition, primary screen | O75030 | AlphaScreen MITF homodimerization, bead proximity signal | inhibition, % at 2.6 µM | 650,000 compounds, 0.91% hits | AID 1259374; in the data active means inhibition above about 50%;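 further: 0% = vehicle wells with protein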
Target sequence (O75030 whole entry, looked up): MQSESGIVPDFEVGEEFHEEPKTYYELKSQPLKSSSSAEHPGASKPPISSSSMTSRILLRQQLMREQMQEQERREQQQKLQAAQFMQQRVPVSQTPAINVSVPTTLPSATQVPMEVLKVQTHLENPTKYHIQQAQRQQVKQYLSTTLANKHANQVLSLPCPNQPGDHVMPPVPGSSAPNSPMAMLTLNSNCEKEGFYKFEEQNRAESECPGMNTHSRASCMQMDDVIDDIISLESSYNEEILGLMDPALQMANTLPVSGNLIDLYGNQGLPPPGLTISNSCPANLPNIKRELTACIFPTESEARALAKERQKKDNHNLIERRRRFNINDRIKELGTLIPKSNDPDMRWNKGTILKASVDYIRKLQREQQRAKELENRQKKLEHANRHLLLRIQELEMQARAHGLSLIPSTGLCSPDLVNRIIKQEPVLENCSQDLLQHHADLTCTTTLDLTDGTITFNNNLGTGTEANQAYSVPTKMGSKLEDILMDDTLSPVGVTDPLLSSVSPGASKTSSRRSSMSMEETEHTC
FBW7 activator – human FBW7 E3 ligase activation, primary screen; normalized activity (activation), % at 26.1 µM; AlphaScreen FBW7–phospho-cyclin E peptide binding, activator screen; 650,000 compounds, 0.13% hits; Q969H0; in the data active means normalized activity above about 1.9%;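 further: purified mutant Fbw7 with reduced substrate affinity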
GPR151 ag – activators of human GPR151; Q8TDV0; PathHunter beta-arrestin GPR151 cells, luminescence; activation, % at 11.2 µM; 650,000 compounds, 1% hits; AID 1508602; in the data active means activation above about 4.9%;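 further: 0% = median of compound wells and 100% = cells with positive control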
Target sequence (Q8TDV0 whole entry, looked up): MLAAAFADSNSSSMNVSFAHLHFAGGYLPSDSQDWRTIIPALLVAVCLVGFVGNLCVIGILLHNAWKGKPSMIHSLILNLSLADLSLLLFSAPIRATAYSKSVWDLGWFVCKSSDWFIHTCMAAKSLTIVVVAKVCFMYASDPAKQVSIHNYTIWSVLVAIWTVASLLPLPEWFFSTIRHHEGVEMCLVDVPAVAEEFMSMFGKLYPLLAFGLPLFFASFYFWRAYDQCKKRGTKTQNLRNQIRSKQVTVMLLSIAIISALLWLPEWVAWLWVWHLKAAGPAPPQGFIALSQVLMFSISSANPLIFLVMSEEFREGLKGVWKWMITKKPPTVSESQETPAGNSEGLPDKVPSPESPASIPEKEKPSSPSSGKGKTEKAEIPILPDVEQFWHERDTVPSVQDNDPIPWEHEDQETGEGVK
* hit, by the source's call; & = joins results of further samples.

The first 5 records as a preview:
SMILES | TEAD-YAP block | MITF inh | FBW7 activator | GPR151 ag
COCCn1c(SCC(N)=O)nnc1-c1ccc(OC)c(OC)c1 | 3.1 | 10.6 | 0.0 | 0.2
COc1ccc2cc(C#N)c(SCC(=O)Nc3nonc3C)nc2c1 | -30.1 | -1.0 | -0.1 | 1.1
O=C1c2ccccc2C(=O)N1C/C(CCl)=N/O | 3.2 | 4.4 | 0.0 | -0.4
CCOC(=O)CSc1ccc(C(=O)NCc2cccs2)cc1[N+](=O)[O-] | 7.3 | 9.6 | 0.1 | -0.9
COC(=O)CN1C(=O)/C(=C/c2ccccc2Cl)Sc2ccccc21 | 3.2 | -7.4 | 0.0 | 2.2

All compounds of this part, previewed entries included:
SMILES | TEAD-YAP block | MITF inh | FBW7 activator | GPR151 ag
COCCn1c(SCC(N)=O)nnc1-c1ccc(OC)c(OC)c1 | 3.1 | 10.6 | 0.0 | 0.2
COc1ccc2cc(C#N)c(SCC(=O)Nc3nonc3C)nc2c1 | -30.1 | -1.0 | -0.1 | 1.1
O=C1c2ccccc2C(=O)N1C/C(CCl)=N/O | 3.2 | 4.4 | 0.0 | -0.4
CCOC(=O)CSc1ccc(C(=O)NCc2cccs2)cc1[N+](=O)[O-] | 7.3 | 9.6 | 0.1 | -0.9
COC(=O)CN1C(=O)/C(=C/c2ccccc2Cl)Sc2ccccc21 | 3.2 | -7.4 | 0.0 | 2.2
COCCNC(=O)[C@@H]1C[C@@H](NCc2ccc(F)cc2)CN1Cc1cccc(Cl)c1 | -0.7 | 7.3 | -0.1 | 1.1
COC(=O)CC1SC(=O)NC1=Nc1ccc(C)cc1 (stereo not drawn) | -8.3&1.9 | 6.0&2.1 | -0.7&0.1 | 0.0&-1.6
CCOC(=O)C1=C(C)N=c2s/c(=C\c3cc(Br)c(OC)c(Br)c3)c(=O)n2C1c1ccc(OC)c(OC)c1 (stereo not drawn) | 3.2 | 18.9 | 0.0 | 0.8
Cc1ccc(OCCn2c(=N)n(C(C)C)c3ccccc32)cc1 | -1.5 | -6.2 | -0.2 | -0.6
CCOCCCNc1c(C(C)=O)nnn1-c1ccc(F)cc1 | -18.4 | 12.9 | 0.1 | 1.9
Cc1onc(-c2ccccc2)c1C(=O)NCc1cccs1 | -4.1 | 6.5 | 0.0 | 0.5
CCC(C(=O)NC(C)(C)C)N(Cc1ccco1)C(=O)CNS(=O)(=O)c1ccc(C)cc1 (stereo not drawn) | 4.3 | -0.8 | 0.2 | 1.4
CCS(=O)(=O)c1ccc2oc(=O)c(/C=C(\O)c3ccc(Br)cc3)nc2c1 | 3.0 | 6.4 | 0.1 | 0.5
O=C(O)CSCCC(=O)Nc1ccc(F)cc1 | -3.7 | -5.1 | -0.3 | 0.4
Cc1ccc(S(=O)(=O)c2nc(SCC(=O)N3CCOCC3)sc2Cl)cc1 | 8.9 | -7.8 | -0.2 | 0.0
COc1ccc(-c2cnnc(N3CC[C@@H]4CCCC[C@H]4C3)n2)cc1 | -17.1 | -1.2 | -0.1 | 1.5
Cc1ccc(S(=O)(=O)n2c(=O)sc3ccccc32)cc1 | 3.2 | -3.6 | 0.2 | 1.6
Cc1cccc(NC(=O)Nc2ccc3c(c2)OCC(C)(C)C(=O)N3C)c1 | -6.7 | -0.3 | -0.1 | -0.1
O=S(=O)(NC1c2cccc3cccc(c23)C1NCc1ccco1)c1ccc(Cl)cc1 (stereo not drawn) | 5.7 | 4.2 | -0.1 | -0.3
O=C(/C=C/c1ccc(N2CCOCC2)o1)c1ccc(Br)cc1 | -1.8 | -1.4 | 0.0 | 1.6
O=C(NC1CCCC1)c1cnn2c(C(F)(F)F)cc(-c3ccccc3)nc12 | -10.2 | -0.8 | 0.1 | -0.9
O=C(COc1ccc(-n2ccnc2)cc1)N1CCc2ccccc21 | -13.5 | 0.8 | -0.1 | 2.3
COc1ccc(C(=O)Cc2ccccc2C)c(OC)c1 | -10.2 | -3.6 | 0.2 | -1.5
Cc1ccccc1NC(=O)Nc1nnc(N(C)Cc2ccccc2)s1 | -12.1 | 2.7 | -0.1 | 0.9
CCc1cccc(C)c1NC(=O)CN(C)CC(=O)Nc1cc(Cl)ccc1OC | 3.8 | 5.7 | 0.0 | 0.4
COc1cc2ccccc2cc1C(=O)Nc1cccc(C)n1 | -21.3 | -2.3 | 0.1 | 1.1
O=C1OC(c2ccc(Cl)cc2Cl)=N/C1=C\c1ccco1 | 4.7 | 7.6 | 0.0 | -0.8
O=C(c1cc2n(n1)C(C(F)(F)F)CC(c1ccc(Cl)c(Cl)c1)N2)N1CCCCCC1 (stereo not drawn) | 6.7 | 10.1 | 0.3 | 1.4
COc1ccc(C(C)C)cc1S(=O)(=O)NCCCn1ccnc1 | -5.0 | -6.6 | 0.2 | 0.1
COc1cc(CNc2ccc3ncc(-c4ccsc4)n3n2)cc(OC)c1OC | -5.4 | -8.5 | -0.1 | 1.2
CC1(C)CC(=O)C2=C(C1)Nc1ccccc1NC2c1ccc(Cl)c(Cl)c1 (stereo not drawn) | 28.7 | -10.8 | 0.1 | 2.9
CCc1cccc(NC(=O)/C=C/C(=O)O)c1 | -1.1 | -4.8 | 0.1 | 5.2*
Cc1ccc(CCNC(=O)c2cccc(N3CCCC3=O)c2)cc1 | -23.1 | 12.5 | 0.6 | -0.9
COc1cccc(C(=O)Nc2cnc(NC(=O)C(C)C)cc2C)c1 | 0.3 | -6.7 | -0.1 | 3.5
NC(C(=O)N1CCN(C(=O)c2ccc3[nH]ncc3c2)CC1)c1ccc(C(F)(F)F)cc1 (stereo not drawn) | -4.7 | 25.0 | 0.1 | 0.2
CNc1nc(SC)nc(N(C)C#N)n1 | 7.0 | 7.3 | -0.2 | 0.7
O=C(c1cn(-c2ccc(F)cc2F)c(=O)c2ccccc12)N1CCOCC1 | 3.0 | -9.6 | 0.1 | 0.0
CCCOc1ccc(C2C(C(=O)OC)=CN(Cc3ccc(Cl)cc3)C=C2C(=O)OC)cc1 | 7.9 | 4.5 | 0.2 | -1.6
CCS(=O)(=O)Nc1ccc(-c2ccc(NS(=O)(=O)CC)c(OC)c2)cc1OC | 11.1 | 15.9 | 0.3 | 0.8
CN(C)/C=C1/S/C(=N/S(=O)(=O)c2ccccc2)N(C2CCCCC2)C1=O | -7.3 | 2.6 | 2.5* | -0.9

Arranged by formula weight (rising): 3 of the compounds above
SMILES | TEAD-YAP block | MITF inh | FBW7 activator | GPR151 ag
CCc1cccc(NC(=O)/C=C/C(=O)O)c1 | -1.1 | -4.8 | 0.1 | 5.2*
Cc1ccc(CCNC(=O)c2cccc(N3CCCC3=O)c2)cc1 | -23.1 | 12.5 | 0.6 | -0.9
CC1(C)CC(=O)C2=C(C1)Nc1ccccc1NC2c1ccc(Cl)c(Cl)c1 (stereo not drawn) | 28.7 | -10.8 | 0.1 | 2.9

Other entries follow:
SMILES | TEAD-YAP block | MITF inh | FBW7 activator | GPR151 ag
CC(=O)c1oc2c(C)c3oc(=O)cc(C)c3cc2c1C | 2.9 | 18.3 | 0.2 | 0.1
NC(=O)c1sc2nccc(Nc3ccccc3)c2c1N | 0.1 | 12.8 | 0.0 | -0.3
COc1ccccc1-c1csc(NC(=O)c2cccs2)n1 | -26.3 | -0.5 | -0.1 | 1.6
CCOC(=O)C(C)Oc1ccc(N2C(=O)c3ccccc3C2=O)cc1 (stereo not drawn) | 4.5 | 10.3 | 0.1 | -1.4
COCc1nc2ccccc2n1CCC(C)C | -8.5 | 1.7 | -0.2 | 0.9
CC1=C(C#N)C(c2cccnc2)C2=C(CC(C)(C)CC2=O)N1 (stereo not drawn) | -0.3 | 10.0 | 0.2 | -1.1
O=S1(=O)c2ccccc2Nc2ccccc21 | -0.8 | 13.3 | 0.0 | -1.7
COc1ccc(C2C(C#N)=C(N)Oc3n[nH]c(-c4ccc(C)cc4)c32)cc1O (stereo not drawn) | -1.2 | -8.7 | -0.2 | -1.0
CC(=O)Nc1ccc(Nc2ncnc3c2nc(-c2ccc(N4CCN(C)CC4)cc2)n3C(C)C)cc1 | 6.6 | 8.0 | -0.2 | 2.1
O=C(O)C1OCCc2ccccc21 (stereo not drawn) | -4.1 | -0.3 | -0.2 | -1.2
CCn1c(SCCN2CCCCC2)nc2c1c(=O)n(C)c(=O)n2C | -9.5 | 0.9 | 0.0 | -0.3
COc1ccc(OC)c(S(=O)(=O)Nc2ccc(Cl)c(C(F)(F)F)c2)c1 | 10.3 | 15.0 | 0.2 | 0.7
CCC(=O)N1c2cc(C(c3ccccc3)(c3ccccc3)c3ccccc3)ccc2C(C)(c2ccc(C)cc2)CC1(C)C (stereo not drawn) | -0.6 | 8.5 | -0.2 | -0.4
Cc1cc(C=Nc2ccc(Cl)cc2O)c(C)n1C | -17.0 | 3.6 | 0.2 | 0.0
Cc1ccnc(Nc2nc(-c3sc(N)nc3C)cs2)c1 | -46.7 | 1.3 | -0.4 | -0.3
C=CCN=Cc1c(C)[nH]n(-c2ccccc2)c1=O | -36.8 | 9.9 | -0.1 | 0.2
COC(=O)c1c(-c2ccccc2)csc1NC(=O)CSc1ncnc2sc3c(c12)CCCC3 | -16.2 | 0.9 | -0.1 | -1.3
O=C(Nc1cc([N+](=O)[O-])ccc1C(=O)Nc1cccnc1)c1ccccc1 | 13.6 | 4.0 | -0.1 | 0.7
COc1cc(NC(=O)c2ccc3c(c2)OCO3)c2ncccc2c1 | 9.5 | -17.8 | 0.2 | -2.1
O=C1N[C@@H](Cc2cnc[nH]2)C(=O)N2CCN(C(=O)c3cccc(Cl)c3)C[C@H]12 | -3.0 | 9.2 | -0.1 | -0.1
c1ccc(CNCCOCCOc2ccccc2)cc1 | 1.0 | 27.4 | -0.1 | -0.9
CC(=O)Nc1ccc(C(=O)CC2(O)C(=O)N(C)c3ccccc32)cc1 (stereo not drawn) | -10.6 | 14.9 | 0.4 | -0.9
Cc1cc(=O)[nH]c(N/N=C/C2=C(N3CCOCC3)C(=C\c3ccc(Cl)cc3)/CC2)n1 | -13.1 | 16.1 | 0.2 | -2.5
CCOc1ccc(S(=O)(=O)O)c(C)c1 | 0.7 | -3.4 | 0.0 | 0.6
O=C(N/N=C/c1cccc2ccccc12)C(=O)Nc1ccc(Cl)cc1 | -2.2 | 4.0 | -0.1 | 0.9
COc1ccc(-c2nnc3sc(NC(C)=O)nn23)cc1OC | 5.6 | 10.2 | 0.2 | 0.7
Cc1ccn2c(CNCC[C@@H]3C[C@@H]4C=C[C@H]3C4)c(C(=O)N3CCCCCC3)nc2c1 | -2.4 | 4.1 | 0.2 | 0.2
COc1ccc2c(c1)C1=NN(C(C)=O)C(c3cccc(F)c3)C1CC2 (stereo not drawn) | -0.8 | 7.3 | 0.1 | 1.5
Cc1ccc2nc(-c3cccs3)[nH]c2c1 | -44.5 | 1.9 | 0.0 | -9.2
COc1ccc(OC)c(-n2nnnc2SCC(=O)Nc2ccc(C(C)=O)cc2)c1 | 1.2 | 2.9 | 0.2 | 0.9
O=C(NNC(=O)c1ccc2ccccc2c1O)c1ccccc1Cl | 5.6 | -20.1 | 0.6 | -1.1
O=C(COc1ccc(Br)cc1)N1CCN(c2ccc(F)cc2)CC1 | -3.1 | 14.6 | 0.2 | -0.4
Cc1nn(-c2nc(C)c(C)c(=O)[nH]2)c(C)c1CCC(=O)N1CCCC1 | -0.8 | 19.3 | -0.9 | -1.1
O=C(c1ccc(Oc2ccccc2)cc1)C1CCCN(C(=O)c2cnn3cccnc23)C1 (stereo not drawn) | 4.1 | 0.9 | -0.2 | -0.9
CC(C)=CCN1CCN(Cc2ccc(-n3cccn3)cc2C)CC1CCO (stereo not drawn) | -13.1 | 8.3 | 0.0 | 11.4*
CC[C@H](C)C(=O)O[C@H]1C[C@@H](C)C=C2C=C[C@H](C)[C@H](CC[C@@H]3C[C@@H](O)CC(=O)O3)[C@H]21 | -13.8&6.5 | -2.4&-0.8&-3.2&11.5 | 0.1&-0.1&-0.1&0.1 | -0.2&-0.5&-0.2&-1.5
COc1ccc2nc(SCC(=O)Nc3c(C)[nH]c(=O)[nH]c3=O)c(C#N)cc2c1 | -0.3 | 9.2 | 0.2 | -0.1
Cc1sc2ncn(CC(=O)N3CCc4ccccc4C3)c(=O)c2c1C | 1.0 | 2.4 | -0.2 | -1.2
CCc1ccccc1-n1c(SCC(N)=O)nnc1-c1cccs1 | 9.2 | 3.4 | -0.3 | -0.6
O=C(O)Cc1ccc(NC2CC(=O)N(c3ccccc3Cl)C2=O)cc1 (stereo not drawn) | -0.8 | -5.8 | 0.0 | -1.2
Cc1cc(C)c(OCC(=O)Nc2cccc(O)c2)cc1C | -32.7 | 5.8 | 0.0 | -0.1
Cc1ccc2oc3c(c(=O)c2c1)C(c1ccccn1)N(c1ccccn1)C3=O (stereo not drawn) | -6.2 | 0.6 | -0.1 | -0.5
COC(=O)c1c(NC(=O)c2cc(-c3ccc(C(C)(C)C)cc3)nc3ccccc23)sc2c1CCCC2 | -2.9 | -5.8 | 0.1 | 0.0
CCCCCn1c(=O)[nH]c2cc(C(=O)NCCN3CCOCC3)ccc2c1=O | 3.7 | 4.4 | -0.1 | 0.6
c1ccc(COCCN2CCN(CCOCc3ccccc3)CC2)cc1 | -11.4 | -3.3 | -0.3 | 2.8
Cc1ccc(-n2nc3cc(C)c(NC(=O)c4ccccc4I)cc3n2)cc1 | -9.2 | 11.3 | 0.0 | 1.3
COCCNc1nccn2c(-c3ccc(OC)c(OC)c3)cnc12 | -5.8 | 7.1 | -0.5 | -0.3
CCOC(=O)C1=CS/C(=C2/C(=S)C(C)(C)N(C(=O)CC(C)C)c3ccc(OCC)cc32)S1 | 6.8 | -4.0 | 0.0 | 0.0

High-throughput results from PubChem.
